# LmPK inhibitor = inhibitors of Leishmania mexicana pyruvate kinase. Q27686. purified LmPK, Kinase-Glo ATP luminescence, 1 h. Potency, µM (highest dose often 57.5 µM), inactives show top-dose activity change, negative = inhibition, hits mostly inhibitors. 0.37% of 290,000 active. AID 1721; note: potency is the fitted concentration of half-maximal effect
# Target sequence (Q27686 whole entry, looked up): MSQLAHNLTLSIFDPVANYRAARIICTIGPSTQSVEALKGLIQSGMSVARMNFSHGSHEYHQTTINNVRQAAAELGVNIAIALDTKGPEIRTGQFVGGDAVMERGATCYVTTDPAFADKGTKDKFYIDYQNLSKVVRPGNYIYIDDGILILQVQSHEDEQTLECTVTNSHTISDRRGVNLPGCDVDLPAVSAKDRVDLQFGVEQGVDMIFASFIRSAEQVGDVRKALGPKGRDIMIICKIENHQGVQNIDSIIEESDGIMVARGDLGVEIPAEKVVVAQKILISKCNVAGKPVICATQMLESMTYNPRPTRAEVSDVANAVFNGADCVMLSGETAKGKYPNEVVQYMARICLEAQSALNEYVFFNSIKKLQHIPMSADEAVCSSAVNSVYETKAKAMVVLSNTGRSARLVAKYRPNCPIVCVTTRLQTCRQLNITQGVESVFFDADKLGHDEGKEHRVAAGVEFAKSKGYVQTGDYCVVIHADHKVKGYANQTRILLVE
#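 Pyruvate kinase activity monitored as ATP production (luciferase luminescence). Conditions: 0.1 nM enzyme, 0.5 mM PEP, 0.1 mM ADP, 1 h, RT; normalized against uninhibited and no-enzyme wells.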
# TbPYK inhibitor = T. brucei pyruvate kinase inhibition | 0.12% of 410,000 active | Potency, µM (top dose mostly 76.8 µM), without a hit: at the top dose activity, negative = inhibition, usual class: inhibitors | TbPYK enzyme, Kinase-Glo Plus ATP luminescence, 45 min; note: potency is the fitted concentration of half-maximal effect; nearly all actives have a fitted effect of over 50% in size
#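 T. brucei PYK with substrate was exposed to pin-transferred compounds across a concentration series, then started with 130 uM ADP (final). After 45 min at room temperature, Kinase-Glo Plus luminescence was read, normalized and curve-fitted.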
# HCV inhibitor = HCV inhibition; Potency, µM (highest dose often 41.8 µM), for the others: at the top dose activity change, negative = inhibition, actives largely listed as inhibitors; Huh7.5.1 HCVcc-Cre infection, luciferase reporter, 44 h; 3.4% of 340,000 active; AID 651820; note: potency is the fitted concentration of half-maximal effect
#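 Antiviral activity was scored by luciferase reporter output from cells infected with HCVcc-Cre (~0.5 moi) in presence of compound, 44 h infection period, cells seeded 1,000/well 4 h prior.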
# HCMV inh = human cytomegalovirus inhibition | AID 1259415 | 4.5% of 410,000 active | HFF cells, HCMV-luciferase reporter, 72 h; stronger effect = lower value | activity change, negative = inhibition, % at 57.5 µM; in the data active = activity change below about -60%; inconclusive = no clear call, values can overlap the other calls; inactive = above about -39%
#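 Cell-based, HFFs, 1000 cells/well, 16 h 37C; cpds in DMSO + HCMV-luc, MOI 1 PFU/cell; 72 h 37C; OneGlo luminescence after 5 min RT; norm. to buffer vs Salinomycin 10uM.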
# AmpC detergent = blocks E. coli AmpC beta-lactamase in detergent assay. 0.041% of 370,000 active. P00811. AmpC hydrolysis of nitrocefin, absorbance 480 nm, 0.01% Triton. Potency, µM (top dose mostly 114 µM), for inactives: at the highest dose activity change, negative = inhibition, hits mostly inhibitors;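 note: potency is the fitted concentration of half-maximal effect; 0% = no-compound wells and -100% = no-enzyme wells; nearly all actives have a fitted effect of over 25% in size; some results filed as inactive show a strong effect at the top dose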
# Target sequence (P00811 whole entry, looked up): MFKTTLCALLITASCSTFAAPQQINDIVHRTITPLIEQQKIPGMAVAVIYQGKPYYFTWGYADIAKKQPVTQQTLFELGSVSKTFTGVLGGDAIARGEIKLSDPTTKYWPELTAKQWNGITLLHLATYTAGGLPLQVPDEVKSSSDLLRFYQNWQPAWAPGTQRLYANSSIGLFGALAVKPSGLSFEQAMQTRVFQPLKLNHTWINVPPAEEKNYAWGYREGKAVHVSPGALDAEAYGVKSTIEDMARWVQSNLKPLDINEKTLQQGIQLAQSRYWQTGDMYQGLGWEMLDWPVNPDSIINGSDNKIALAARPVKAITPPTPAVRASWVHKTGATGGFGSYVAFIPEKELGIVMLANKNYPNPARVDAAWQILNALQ
#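 20 mM phosphate pH 7.0 + 0.01% (detergent screen) or 0.0001% Triton X-100; 5.3 nM AmpC reagent; cpd preinc 15 min RT; nitrocefin (800 uM stock) to start; A480 q20 s × 4 min; Activity was normalised to no-enzyme and no-compound control wells.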
# AmpC no deterg = inhibitors of E. coli AmpC beta-lactamase without detergent. P00811. AmpC nitrocefin hydrolysis, absorbance 480 nm, 0.0001% Triton. Potency, µM (series often up to 57.1 µM), without a hit: top-dose activity change, negative = inhibition, hits mostly inhibitors. 0.52% of 330,000 active. AID 485341;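 note: potency is the fitted concentration of half-maximal effect; plate controls were no compound for no effect and no enzyme for full effect; nearly all actives have a fitted effect of over 20% in size; some results filed as inactive show a strong effect at the top dose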
#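 AmpC (5.3 nM in the dispensed reagent) in 20 mM phosphate pH 7.0 with 0.01% (detergent screen) or 0.0001% Triton X-100 was preincubated with compounds for 15 min at room temperature. Nitrocefin was then added from an 800 uM solution, and hydrolysis was followed at 480 nm.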
# AMA1-RON2 inh = AMA1-RON2 (P. falciparum) interaction inhibition; AlphaScreen AMA1-biotinylated RON2 peptide binding; Potency, µM (titrated, usually from 58.2 µM), for inactives: top-dose activity change, negative = inhibition, hits mostly inhibitors; 0.2% of 360,000 active;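 note: potency is the fitted concentration of half-maximal effect; 0% = vehicle wells and -100% = peptide control; nearly all actives have a fitted effect of over 45% in size; some results filed as inactive show a strong effect at the top dose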
#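 AMA1 (3D7) with his tag at 25 nM final met compounds first, then biotinylated RON2 peptide at 25 nM; detection used donor plus acceptor beads, 10 µg/mL apiece, read by AlphaScreen after 30 min at room temperature.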
# Numbers without * were called inactive; ? = inconclusive; . = no result given; & = joins results of further samples; ! = a repeat was not active; [ ] = another dose, or the depositor's remark. Unless noted, calls come from the whole dose curve; as a rule, active = well fitted curve in the direction sought with a large enough effect; inconclusive = small, poorly fitted or top-dose-only effect, or another doubt; inactive = no such curve, though single readings can be large; an effect the other way counts as inactive or inconclusive. Unless noted, % is set by controls: 0 for no effect and ±100 for the full control effect.
SMILES,AmpC detergent,AmpC no deterg,HCMV inh,HCV inhibitor,AMA1-RON2 inh,LmPK inhibitor,TbPYK inhibitor
COc1ccc(-c2noc(CCC(=O)N3CCN(c4ccccc4F)CC3)n2)cc1,.,77%[activator],-10,-5%,15%,.,2%
Cc1nn(C)c2c1c(-c1ccccc1)cc(=O)n2CC(=O)NC(C)c1ccccc1 (stereo not drawn),12%,.,3,.,.,.,1%
CC(=O)c1cccc(NC(=O)N2CCCC2C(=O)Nc2ccccc2C)c1 (stereo not drawn),5%,-8%,-4,2%,-6%,5%,2%
CCOC(=O)c1ccc(NC(=O)CC2Nc3cccc4cccc(c34)NC2=O)cc1 (stereo not drawn),1%,.,-12,.,.,.,-2%
Cc1ccc(-c2cc(C(=O)Oc3ccccc3Cl)no2)cc1C,22%,.,81,.,.,.,0%
CCOc1ccc(CNC(=O)c2ccc(NC(=O)N3CCCCc4ccccc43)cc2)cc1OC,18%,.,10,.,.,.,0%
CCN(CC)Cc1cc(CCNC(=O)c2ccc(Cl)cc2)ccc1O,7%,-29%,64,-6%,0%,4%,4%
COc1ccc(OC(=O)CN2C(=O)C3C4CCC(C4)C3C2=O)cc1 (stereo not drawn),-10%,-12%,-11,1%,10%,-1%,-14%
Cc1cc(N/N=C/c2cccc(F)c2)nc(NCc2ccccc2)n1,7%,?,8,-23%,-25%,-6%,-3%
CC(=O)Nc1ccc(-c2ccnc3c2CC(C)(C(=O)Nc2ccc(F)c(Cl)c2)O3)cc1 (stereo not drawn),.,.,-22,.,3%,.,-5%
CC(=O)N(c1ccc(C)cc1)c1nc(C)cc(C)c1C#N,1%,18%,23,24%,3%,2%,2%
Fc1ccc(N2CCN(Cc3cn[nH]c3-c3ccccc3)CC2)cc1,12%,15%,12,-5%,-17%,2%,-2%
CCOc1ccc(CN2C(=O)c3ccccc3Sc3ccc(C(=O)NCCc4ccccc4)cc32)cc1,-5%,.,58,.,.,.,1%
S=C(NCc1ccco1)N1CCN(Cc2ccc(Cl)cc2Cl)CC1,-9%,23%,-26,?,-14%,8%,2%
CCOC(=O)c1cc2c(ccn2C)n1CC(=O)N1CCN(c2ccc(F)cc2)CC1,11%,52%,90,?,-25%,6%,-1%
O=C(CN(C(=O)CNS(=O)(=O)c1ccc(F)cc1)c1cccc(F)c1)NCC1CCCO1 (stereo not drawn),?,13%,42,11%,-13%,1%,0%
COC(=O)Cc1csc(NC(=O)CSc2nnc3ccccn23)n1,1%,-17%,-6,17%,44%[activator],-5%,-20%
Cc1cc(NC(=O)CCC(=O)N(Cc2ccco2)C(C(=O)NCC2CCCO2)c2ccncc2)no1 (stereo not drawn),12%,32%,5,1%,-7%,5%,4%
CCOC(=O)c1coc(C(=O)OCC)c1C(=O)OCC,.,.,-7,-5%,-11%,.,-2%
Cc1ccc(C(=O)N/C(=C\c2ccccc2)C(=O)OCc2ccccc2)cc1,?,-24%,2,-3%,-7%,1%,-10%
CC12CCCC[C@@H]1CCC1C2CCC2(C)C1CC[C@@]2(O)CNCCO (stereo partly drawn),-7%,-18%,.,0%,6%,0%,-8%
Cc1ccc(N2C(=O)[C@@H]3[C@H](C2=O)C2c4ccccc4C=CN2[C@@H]3C(=O)c2ccco2)c(C)c1 (stereo partly drawn),-15%,3%,5,-4%,-14%,5%,-7%
O=C(NCC1CCCN(C2Cc3ccccc3C2)C1)c1cccs1 (stereo not drawn),-16%,-26%,-13,-6%,-13%,-10%,-6%
COC(=O)c1ccc2c(c1)N(C)CCS2,-4%,-9%,38,-1%,3%,0%,-6%

# 5 records picked at random from those above:
SMILES,AmpC detergent,AmpC no deterg,HCMV inh,HCV inhibitor,AMA1-RON2 inh,LmPK inhibitor,TbPYK inhibitor
Cc1ccc(N2C(=O)[C@@H]3[C@H](C2=O)C2c4ccccc4C=CN2[C@@H]3C(=O)c2ccco2)c(C)c1 (stereo partly drawn),-15%,3%,5,-4%,-14%,5%,-7%
Cc1cc(NC(=O)CCC(=O)N(Cc2ccco2)C(C(=O)NCC2CCCO2)c2ccncc2)no1 (stereo not drawn),12%,32%,5,1%,-7%,5%,4%
O=C(NCC1CCCN(C2Cc3ccccc3C2)C1)c1cccs1 (stereo not drawn),-16%,-26%,-13,-6%,-13%,-10%,-6%
COC(=O)Cc1csc(NC(=O)CSc2nnc3ccccn23)n1,1%,-17%,-6,17%,44%[activator],-5%,-20%
CCOC(=O)c1coc(C(=O)OCC)c1C(=O)OCC,.,.,-7,-5%,-11%,.,-2%

# Other structures.
SMILES,AmpC detergent,AmpC no deterg,HCMV inh,HCV inhibitor,AMA1-RON2 inh,LmPK inhibitor,TbPYK inhibitor
CCOC(=O)N=Nc1c(O)n(CC(=O)OC)c2ccccc12,-10%,-13%,14,6%,-6%,1%,-1%
C=CCn1c(=N)c(C(=O)NCCCOC)cc2c(=O)n3cccc(C)c3nc21,9%,2%,-20,-9%,-1%,7%,2%
COc1ccc(OC)c(CCNC(=O)C(C)n2nc(C)c3c(C)n(-c4ccc(C)cc4)nc3c2=O)c1 (stereo not drawn),2%&14%,49%,-77*!,2.8µM*,-3%,3%,-2%&5%
Cc1csc(=NC(=O)c2ccccc2)n1C,?,-7%,69,6%,7%,-25%,-5%
CC1(C)CC(=O)C2=C(C1)NC(=O)CC2C(=O)NCc1ccc(F)cc1 (stereo not drawn),-1%,-3%,-18,-1%,.,4%,.
CC(O)(c1ccccc1)C(c1ccccc1)C1CCCCN1 (stereo not drawn),-13%,-8%,6,7%,-1%,0%,-1%
O=C(CN(Cc1ccccc1Cl)C(=O)c1csnn1)NC1CCCC1,-4%,-13%,28,9%,11%,0%,2%
Cc1ccc(CNC(=O)CCC(=O)N2CC(C)Oc3ccc(Cl)cc32)cc1 (stereo not drawn),-8%,81%[activator],2,?,-3%,0%,-4%
CCC1Sc2ccccc2N(CC(=O)NCc2ccccc2OC)C1=O (stereo not drawn),-2%,-16%,63,?,9%,2%,2%
C=CCn1c(-c2ccccc2)cc(SC)c(C#N)c1=O,9%,-10%,?,?,4%,4%,0%
O=C1CSC(=S)N1/N=C/c1c(F)cccc1F,-11%,-39%,15,3%,43%[activator],1%,1%
O=C(Oc1cncc(Cl)c1)c1sccc1Cl,.,.,0,19%,6%,.,2%
O=C(NC1CCCCC1)C(c1ccc2ncccc2c1)N(Cc1ccc(F)cc1)C(=O)c1ccc2c(c1)OCCO2 (stereo not drawn),?,24%,-40,?,1%,-2%,-1%
O=C(CN1CCCN(Cc2ccc(F)cc2Cl)C1=O)NC1CCCCCC1,?,42%,-38,?,2%,1%,1%
O=C(O)c1ccccc1S(=O)(=O)NCC(O)COc1ccc(Br)cc1 (stereo not drawn),-8%,-10%,6,15%&-4%,21%,-4%,11%
N#Cc1ccccc1NC(=O)Nc1ccccc1,-7%,-7%,11,16%,0%,-30%,-7%
O=C(NCc1ccco1)c1ccc(C(F)(F)F)cc1,4%,-7%,-30,-1%,-11%,5%,1%
CCOc1ccc(-c2cc(CCCC(=O)NCc3ccc(C)cc3)no2)cc1,?,2%,-28,-7%,26%,12%,1%
O=C(O)CCCn1cc(NC(=O)c2ccc(F)cc2)cn1,-3%,-13%,-24,-12%,-8%,-4%,-1%
COc1ccccc1C(=O)C1CCCN(C(=O)c2cccc(-n3cccn3)c2)C1 (stereo not drawn),-3%,23%,?,-3%,2%,8%,-4%
C=CCN(CC=C)C(=O)C1CCN(S(=O)(=O)c2ccc(N3CCCC3=O)cc2)CC1,3%,31%,-19,-12%,-5%,2%,0%
CCOc1cc(C(=O)N2CC(=O)Nc3ccc(C)cc3C2c2ccccc2)cc(OCC)c1OCC (stereo not drawn),2%,.,36,.,.,.,1%
COc1ccccc1/C=N/NC(=Nc1ccc(C)cc1)c1nc2ccccc2s1,0%,-14%,.,.,.,-1%,.
COc1ccc(C(=O)NCC(=O)OCC(=O)N2CCc3ccccc32)cc1,?,-21%,3,6%,14%,1%,-9%
CC1=CC(C)(C)NC(=S)N1c1cccc(C)c1,-4%,-1%,-37&21,-2%&-9%,-10%&7%,1%,-2%&2%
Cc1ccc(C2SCCN2C(=O)c2ccc([N+](=O)[O-])cc2)cc1 (stereo not drawn),?,-8%,23,?,-9%,4%,-7%
CCOC(=O)C1=NNC2(c3ccc(Cl)cc3)C(=O)N(c3ccc(C)cc3)C(=O)C12 (stereo not drawn),-17%,-18%,-30,-17%,-7%,2%,-8%
Cc1ccc(S(=O)(=O)c2c(C)cc(C)[nH]c2=O)c(C)c1,-2%,-10%,.,6%,9%,1%,1%
CC(=O)c1cccc(NC(=S)NCCC2=CCCCC2)c1,?,-30%,?,11µM*,71%[activator],-4%,-8%
COc1ccccc1N1CCN(C2CCCN(S(=O)(=O)c3ccccc3)C2)CC1 (stereo not drawn),-3%,37%,10,.,-21%,5%,2%
Cc1cccc(S(=O)(=O)C(C#N)c2nc3ccccc3nc2N2CCCC2)c1 (stereo not drawn),-13%,-16%,52,-11%,-7%,1%,-13%
COCCn1c(=NC(=O)c2ccc3c(c2)OCCO3)sc2cc(S(N)(=O)=O)ccc21,4%,-15%,-10,-23%,-5%,6%,1%
O=C(NC1CCCCCC1)C1c2ccccc2C(=O)N1Cc1cccnc1 (stereo not drawn),?,-11%,51,.,2%,0%,3%
C=CC[C@@H](CC(=O)N[C@H](CO)Cc1ccccc1)C(=O)N[C@@H](C)COC(=O)[C@@H](CC=C)Cc1ccc(F)cc1,.,181%[activator],-17,?,-1%,.,1%
COc1ccc(C(=O)Nc2ccccc2C(=O)NC(C(=O)NCc2ccco2)C(C)C)cc1 (stereo not drawn),-14%,-3%,-19,-20%,0%,3%,6%
O=C(c1ccc2c(c1)N(Cc1c(F)cccc1Cl)C(=O)c1ccccc1S2)N1CCOCC1,-8%,.,-3,.,.,.,3%
CCOc1ccc(-n2cnc3c(=O)[nH]c(N)nc32)cc1,1%,-19%,30,8%,-5%,3%,-2%
COc1ccc(CNC(=O)c2cccnc2Sc2ccc(C)c(C)c2)cc1,-3%,33%,-37,-17%,19%[11.6 µM],3%,-3%
